INS promoter inh = inhibitors of insulin promoter-driven GFP, primary screen, imaging, TRM-6 cells (human fetal islet line), eGFP reporter, cell count; inhibition, % at 2 µM; AID 1273, 2008; reporter expression induced with tamoxifen; 130,000 tested, 0.9% active;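 active means inhibition above the mean plus 3 SD, with well images judged a real hit on visual review, cut at about 60% in these data, passing the limit was not always enough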
SDO1 yeast rescue = growth rescue of sdo1-depleted yeast, primary screen, S. cerevisiae, bone marrow failure model | S. cerevisiae sdo1-depleted JHY4D growth rescue, OD600 30 h; active compounds read high; pdr5 snq2 efflux-pump mutant strain | z-score at 10 µM | 140,000 tested, 0.21% active | AID 817, 2007;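 active means z-score above 3 at both the 24 hr and the 30 hr optical density reads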;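 further: z-score against mean and SD of all compound wells on the same plate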
SDO1 yeast rescue Rescue 24 h = also measured in SDO1 yeast rescue; calls as there; z-score; S. cerevisiae sdo1-depleted JHY4D growth rescue, OD600; measured here: growth rescue at 24 h;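 0 is the plate mean of compound wells and units are plate SD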
* marks the source's active call; other numbers are inactive results; / = no result given.

SMILES | INS promoter inh | SDO1 yeast rescue | SDO1 yeast rescue Rescue 24 h
O=C(OC1CCOC1=O)c1cc(-c2ccccc2)nc2ccccc12 (stereo not given) | 8 | -0.58 | -0.47
COc1ccc(CC(=O)NCC2(c3ccc(OC)c(OC)c3)CCOCC2)cc1 | 28 | 1.4 | 0.42
O=C(O)/C=C/C(=O)Nc1ccccc1-c1ccccc1NC(=O)/C=C/C(=O)O | / | 0.51 | 0.13
Cc1c(Cl)cccc1NC(=O)CCN1CCCC(C)C1 (stereo not given) | -4 | 1.8 | 2.4
COc1ccc(NC(=O)c2ccc(NC(=O)COC(=O)CC(NC(=O)c3ccccc3Cl)c3ccccc3)cc2)cc1 (stereo not given) | -11 | -0.6 | -0.33
O=c1[nH]c2ccc(S(=O)(=O)N3CCN(c4ccccc4F)CC3)cc2s1 | / | -0.08 | -0.12
Cc1ccc(-n2nnnc2SCC(=O)Nc2sc(C)c(C)c2C#N)cc1C | 48 | -0.24 | 0.81
COc1ccc(NC(=O)CN2CCC(Cc3ccccc3)CC2)cc1S(=O)(=O)N1CCOCC1 | / | 0.02 | -0.18
CC1CC1C(=O)OCC(=O)Nc1ccc(N=Nc2ccccc2)cc1 (stereo not given) | -6 | -0.52 | -0.76
CCOc1ccc(N2Cc3ncccc3C2=O)cc1 | 29 | 0.09 | -0.13
Cn1cccc1C(=O)NC(=O)COC(=O)Cc1coc2ccc3ccccc3c12 | / | -1.1 | -0.8
CCOc1cccc(N2C(=O)CC(NCc3ccc(S(N)(=O)=O)cc3)C2=O)c1 (stereo not given) | -79 | 0.37 | -0.55
CCOC(=O)c1cc(-c2ccccc2)sc1NC(=O)CC | -6 | -0.11 | 0.12
Cc1nnc(SCc2cc(=O)oc3cc(O)ccc23)n1Cc1ccccc1 | -3 | -0.28 | -0.31
NC(=O)c1ccccc1N/C=C/C(=O)c1ccco1 | 14 | 0.44 | 0.23
COc1cc(C(C(=O)NC(C)(C)C)N(C(=O)CNC(=O)c2cccs2)c2ccccc2)cc(OC)c1OC (stereo not given) | -14 | 0.54 | -0.1
Cc1ccc(N(O)C(=O)OCCNC(=O)Nc2ccccc2)cc1 | / | 0.32 | -0.29
CCn1c(SCC(=O)Nc2nc(C)cs2)nnc1-c1ccco1 | 66 | -0.3 | -0.81
O=C(c1ccccc1)c1ccncc1 | 53 | -0.11 | -0.59
Cc1ccsc1CN1CCN(c2ccccn2)CC1 | / | 0.86 | 0.91
O=C(Oc1nsnc1N1CCOCC1)N1CCOCC1 | 36 | 0.8 | 0.02
Cc1ccc(C)c2[nH]c(=O)c(CCNC(=O)CC(C)(C)C)cc12 | / | 0.67 | 0.3
Cc1cc(C)c2nc(SCC#N)cc(C)c2c1 | 30 | -2.3 | -1.2
Cc1cc(C)nc(N2CCC(C(=O)NCCc3ccccc3)CC2)n1 | -28 | 1.8 | 1.2
Oc1ccc(C=Nc2ccccc2-c2nc3ccccc3[nH]2)cc1 | / | 0.67 | 0.16
Later entries.
SMILES | INS promoter inh | SDO1 yeast rescue | SDO1 yeast rescue Rescue 24 h
Cc1noc(C)c1COC(=O)CCCc1c[nH]c2ccccc12 | 4 | -0.45 | -0.18
O=C(c1ccccc1)N1CCN(C2CCCCC2)CC1 | -132 | -0.89 | -1.4
O=C(Nc1ccc(Cl)cc1)[C@@H]1[C@@H]2C(=O)N(c3ccc(Cl)cc3Cl)C(=O)[C@@H]2[C@H]2C=CC=NN21 | -24 | -1.7 | -0.48
CSc1nsc(SC)c1C(=O)O | 55 | / | /
C#CCSc1nc2ccccc2n1C(=O)c1ccc(S(=O)(=O)N2CCCCC2)cc1 | 76* | 0.98 | 0.28
COc1cc2c(C#N)c(N3CCCCC3)nc(N)c2c(N)n1 | -42 | 1.5 | -0.47
COc1ccccc1N1CCN(C(=O)c2ccccc2Oc2ccccc2)CC1 | / | -1.8 | -1.4
Cc1occc1-c1nnc(SCC(=O)N2CCCc3ccccc32)n1Cc1ccco1 | / | -0.85 | -1
O=C(Nc1ccc(F)cc1)N1CCOCC1 | 21 | 0.89 | 0.49
CCN(CC)S(=O)(=O)c1ccc(NC(=O)c2cccs2)cc1 | 49 | / | /
Cn1cc(S(=O)(=O)N2CCN(C(=O)c3ccco3)CC2)c(=O)n(C)c1=O | / | 0.92 | 0.85
CC(C)OC(=O)c1sc2nc(-c3ccccc3)ccc2c1N | 10 | 0.25 | 1.4
CCOC(=O)c1cccc(NC(=O)/C=C/c2ccc([N+](=O)[O-])cc2)c1 | -15 | 0.53 | 2.9
COCCNCC(=O)N1CCCCCC1 | 0 | / | /
CC(=O)Nc1ccc(S(=O)(=O)NCc2ccc(C)cc2)cc1 | 11 | 1.6 | 2.6
CS(=O)(=O)Nc1ccc(Br)cc1C(=O)c1ccccc1 | -52 | -0.42 | -0.81
COc1cccc(-n2c(SCC(=O)Nc3sc4c(c3C(N)=O)CCC4)nc3ccccc3c2=O)c1 | / | 0.41 | 2.3
CCNc1c(N)c(=O)oc2ccccc12 | / | -0.03 | -0.25
COc1cc(/C=N/Nc2ccc(F)cc2F)cc(OC)c1OC | / | -1.9 | -1.6
CCCCOc1ccc(C(=O)Nc2ccc(N3CCN(C)CC3)cc2)cc1 | 54 | 2.1 | 1.8
CCN(CC)S(=O)(=O)c1ccc2c(c1)nc(CCC(=O)OCC(=O)Nc1cc(OC)cc(OC)c1)n2C | 25 | -0.09 | -0.88
CC(=O)Nc1ccc(S(=O)(=O)NCCC(=O)NCCc2ccc(F)cc2)cc1 | -46 | 1.3 | 1.7
COc1ccc(Nc2nc(NCc3ccco3)nc(N/N=C/c3ccc(O)cc3)n2)cc1 | -40 | 0.07 | -0.65
CC[C@H](C)[C@H](NC(=O)c1ccc(Cl)cc1)C(=O)OCC(=O)c1ccc2c(c1)NC(=O)CO2 | -23 | -0.83 | -0.57
Cc1ccc(-c2nn3c(C)nnc3s2)cc1NC(=O)c1ccc(-c2cccc(Cl)c2)o1 | -24 | -1.9 | -0.75
(next part)
SMILES | INS promoter inh | SDO1 yeast rescue | SDO1 yeast rescue Rescue 24 h
Cc1cc(C(=O)N2CCN(C/C=C/c3ccccc3)CC2)cs1 | 8 | -0.82 | -1.4
O=C(NCCc1ccc(Cl)cc1)C1CCC(CNc2c(N3CCCCC3)c(=O)c2=O)CC1 (stereo not given) | 10 | 1.8 | 1.7
CCc1ccc2[nH]c3nc(SCc4nnc(-c5ccc(C)cc5)o4)nnc3c2c1 | 24 | 0.26 | 2.2
O=C(/C=C/c1ccccc1)NC(=S)NNC(=O)Cc1cccs1 | 69 | -1.6 | -1.2
Cc1noc(C)c1C(=O)OCC(=O)NC(c1ccccc1)c1ccccc1 | 21 | 0.47 | 0.61
CCOC(=O)C(=NCCCN(C)C)NNc1cc(C(F)(F)F)ccc1Cl | -71 | / | /
CCCCC(=O)Nc1ccc(C)c(O)c1 | / | 0.71 | 0.87
Cc1cccc(OCCSc2nc3ncnc(N)c3[nH]2)c1 | 19 | / | /
Cc1nc([N+](=O)[O-])c(Sc2nc3ccccc3n2C)n1Cc1ccccc1 | 57 | -0.77 | -0.59
COc1ccccc1N1CC(C(=O)Nc2cccc(C(=O)O)c2)CC1=O (stereo not given) | -43 | 0.77 | 0.19
O=C(O)C1C2C=CC(C2)C1C(=O)NCCC1=CCCCC1 (stereo not given) | -21 | 0.98 | 0.99
O=C(NC(Cc1c[nH]c2ccccc12)C(=O)N/N=C/c1ccc(Br)cc1)c1cccs1 (stereo not given) | 28 | / | /
O=C(CCSc1nc(-c2ccco2)cc(C(F)(F)F)n1)N1CCN(c2ccccc2)CC1 | -216 | -1 | -0.65
Cc1ccc(O)c(-c2cc(C(=O)Nc3c(C)n(C)n(-c4ccccc4)c3=O)[nH]n2)c1 | -7 | -0.23 | -0.1
Cc1csc(Sc2nc3c(c(=O)[nH]c(=O)n3C)n2Cc2ccccc2Cl)n1 | 47 | -0.51 | -0.29
CN(C)S(=O)(=O)N(CC(=O)Nc1ccccc1F)c1ccccc1 | -72 | 1.3 | 2
O=C(NCCCc1ccccc1)c1ccncc1 | -26 | 1.4 | 1.3
COc1ccccc1-c1nnc2sc(COc3ccc(Cl)cc3)nn12 | / | -0.71 | -0.03
C/C(CC(=O)Nc1ccc(Cl)cc1Cl)=N\NC(=O)c1ccco1 | 7 | 0.01 | 0.02
O=C(Nc1ccc(-c2nnn(CC(=O)N3CCN(C(=O)c4ccco4)CC3)n2)cc1)c1ccc(F)cc1 | -7 | / | /
COc1cc(/C=N/NC(=O)/C(=C\c2ccc([N+](=O)[O-])cc2)NC(=O)c2ccccc2)cc(OC)c1O | 28 | 1.1 | 0.99
Cc1ccc(C(=O)COC(=O)c2ccc(Br)o2)cc1C | / | 3.7* | 3.6*
N/C(=N\OC(=O)Oc1ccccc1)c1ccc([N+](=O)[O-])cc1 | -23 | -0.72 | -1.4
COc1ccc(-n2c(C)c([N+](=O)[O-])c3ccc(O)c(CN(C)C)c32)cc1 | 53 | 0.15 | -0.8
Cc1ccc(N2C(=O)C(Cl)=C(NCc3ccccc3)C2=O)c(C)c1 | 24 | -0.71 | 0.14

For reference, 13 of the compounds above.
SMILES | INS promoter inh | SDO1 yeast rescue | SDO1 yeast rescue Rescue 24 h
Cc1cc(C(=O)N2CCN(C/C=C/c3ccccc3)CC2)cs1 | 8 | -0.82 | -1.4
O=C(NCCc1ccc(Cl)cc1)C1CCC(CNc2c(N3CCCCC3)c(=O)c2=O)CC1 (stereo not given) | 10 | 1.8 | 1.7
CCc1ccc2[nH]c3nc(SCc4nnc(-c5ccc(C)cc5)o4)nnc3c2c1 | 24 | 0.26 | 2.2
O=C(/C=C/c1ccccc1)NC(=S)NNC(=O)Cc1cccs1 | 69 | -1.6 | -1.2
Cc1noc(C)c1C(=O)OCC(=O)NC(c1ccccc1)c1ccccc1 | 21 | 0.47 | 0.61
CCOC(=O)C(=NCCCN(C)C)NNc1cc(C(F)(F)F)ccc1Cl | -71 | / | /
CCCCC(=O)Nc1ccc(C)c(O)c1 | / | 0.71 | 0.87
Cc1cccc(OCCSc2nc3ncnc(N)c3[nH]2)c1 | 19 | / | /
Cc1nc([N+](=O)[O-])c(Sc2nc3ccccc3n2C)n1Cc1ccccc1 | 57 | -0.77 | -0.59
COc1ccccc1N1CC(C(=O)Nc2cccc(C(=O)O)c2)CC1=O (stereo not given) | -43 | 0.77 | 0.19
O=C(O)C1C2C=CC(C2)C1C(=O)NCCC1=CCCCC1 (stereo not given) | -21 | 0.98 | 0.99
O=C(NC(Cc1c[nH]c2ccccc12)C(=O)N/N=C/c1ccc(Br)cc1)c1cccs1 (stereo not given) | 28 | / | /
O=C(CCSc1nc(-c2ccco2)cc(C(F)(F)F)n1)N1CCN(c2ccccc2)CC1 | -216 | -1 | -0.65

Later entries
SMILES | INS promoter inh | SDO1 yeast rescue | SDO1 yeast rescue Rescue 24 h
Cc1ccc(NC(=O)CCn2cccc2)cc1Cl | -27 | -0.49 | 0.11
CC(C)c1ccc(S(=O)(=O)N2CCN(C(=O)c3cccc(F)c3)CC2)cc1 | -270 | 0.37 | 0.51
c1ccc(CSc2ncnc3c2cnn3Cc2ccccc2)cc1 | 28 | -0.42 | -0.31
CCC(c1nnnn1CCOC)N1CCN(c2nc3ccccc3s2)CC1 (stereo not given) | 46 | / | /
Cc1ccc2c(c1)c1c3n2CCN(C(=O)Cn2c(-c4ccccc4)noc2=O)C3CCC1 (stereo not given) | 7 | -1.6 | -1
C/C(=N\NC(=O)CNc1cccc(C(F)(F)F)c1)c1cccs1 | -17 | / | /
O=C(N=C1SCC(=O)N1c1ccccc1Cl)c1ccco1 | 25 | -1.5 | -0.06
COc1ccc(OC)c(CNn2c(-c3ccccc3F)nc3ccccc3c2=O)c1 | 7 | / | /
O=P1(O)C=C(c2ccccc2)OC(c2ccccc2)=C1 | / | 0.59 | 0.34
COc1ccc(-c2[nH]c(-c3ccc(Cl)cc3)nc2SCC(=O)Nc2nccs2)cc1 | 10 | -1.6 | -0.93
CSc1nncc(=O)[nH]1 | -8 | 0.19 | -0.08
Cc1cccc(Cc2nnc(CCC(=O)NCc3ccncc3C)o2)c1 | -25 | / | /
Fc1ccccc1COc1cccc(/C=N/n2cnnc2)c1 | 6 | -1.1 | -1.2
COc1cccc(-c2cc3nc(-c4ccccc4)cc(N4CCC5(CC4)OCCO5)n3n2)c1 | -34 | -0.75 | -0.38
N#C/C(=N\Nc1ccccc1F)c1nc(-c2ccccc2)cs1 | -12 | / | /
Cc1cccc(Nc2nc(N)c([N+](=O)[O-])c(NCc3ccco3)n2)c1 | 12 | -1.3 | -0.42
CCCc1cc(-c2n[nH]c(=S)n2C(C)c2ccccc2)cs1 (stereo not given) | 30 | -1.8 | -1.5
CNC(=S)N/N=C/c1ccc(OCc2ccccc2)c(Br)c1 | / | -0.2 | 0.66
COCCn1c(SCc2cc(=O)n3ccsc3n2)nnc1-c1ccncc1 | 19 | / | /
C1=C(CCNCC2CC2)CCCC1 | -29 | 0.77 | -0.19
S=C(Nc1cccc(Cl)c1)N1CCOCC1 | 0 | -0.06 | -0.37
C=CCn1c(SCC(=O)Nc2ccccc2OC)nnc1-c1ccccn1 | -32 | -0.27 | 0.06
CCc1ccc2c(c1)c(N=NC1=NC(=O)CS1)c(O)n2C | 79* | -0.28 | -0.4
OCCN1CCN(CCOc2ccccc2-c2ccccc2)CC1 | / | 0.24 | -0.18
O=C(Cn1nnc(-c2ccccc2NC(=O)c2ccco2)n1)NC1CCCCC1 | 18 | 0.89 | 2.2
Cc1ccc(C)c(NC(=O)COC(=O)c2cccc3c2C(=O)c2ccccc2C3=O)c1 | -52 | -0.44 | -0.4

Screens (PubChem BioAssay)

This is a subset; the hit share may differ from the screen's.
